CHO-K1 Ca antag – nonselective inhibitor or artifact in parental CHO-K1 cells. inhibition, % at 3 µM. ATP-induced calcium, Fluo-8 fluorescence. 360,000 tested, 0.6% active;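 active means inhibition above a per-plate cutoff, the plate's mean sample inhibition plus 3 SD, cut at about 24% in these data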;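 further: 0% = DMSO plus EC80 ATP and 100% = DMSO alone without ATP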
M1 PAM parental – counter-screen for M1 PAMs: effect in parental CHO-K1 cells; ATP EC20, Fluo-8 calcium fluorescence; 0% at ATP EC20, 100% at ATP max; activation, % at 3 µM; 360,000 tested, 0.02% active; AID 602247;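 active means activation above the run cutoff, the mean activation of all test compounds plus 3 SD, cut at about 40% in these data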;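 further: peak over basal fluorescence ratio in a 140 s read after ATP addition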
M1 ag parental – nonselective activator or artifact in parental CHO-K1 cells | AID 602248 | Fluo-8 calcium fluorescence; scaled to maximal ATP response, vehicle zero | 360,000 tested, 0.48% active | activation, % at 3 µM; in the data active means activation above about 15%;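 further: untransfected CHO-K1 host cells lacking M1 receptor as counterscreen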
CHRM5 PAM – potentiates acetylcholine response at human M5 receptor; P08912; CHO-K1 hM5, Fluo-8 calcium, ACh EC20 PAM; 0% = ACh EC20, 100% = ACh EC100; activation, % at 3 µM; 360,000 tested, 0.3% active;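 active means activation above the run cutoff, the mean activation of all test compounds plus 3 SD, cut at about 18% in these data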
Target sequence (P08912 whole entry, looked up): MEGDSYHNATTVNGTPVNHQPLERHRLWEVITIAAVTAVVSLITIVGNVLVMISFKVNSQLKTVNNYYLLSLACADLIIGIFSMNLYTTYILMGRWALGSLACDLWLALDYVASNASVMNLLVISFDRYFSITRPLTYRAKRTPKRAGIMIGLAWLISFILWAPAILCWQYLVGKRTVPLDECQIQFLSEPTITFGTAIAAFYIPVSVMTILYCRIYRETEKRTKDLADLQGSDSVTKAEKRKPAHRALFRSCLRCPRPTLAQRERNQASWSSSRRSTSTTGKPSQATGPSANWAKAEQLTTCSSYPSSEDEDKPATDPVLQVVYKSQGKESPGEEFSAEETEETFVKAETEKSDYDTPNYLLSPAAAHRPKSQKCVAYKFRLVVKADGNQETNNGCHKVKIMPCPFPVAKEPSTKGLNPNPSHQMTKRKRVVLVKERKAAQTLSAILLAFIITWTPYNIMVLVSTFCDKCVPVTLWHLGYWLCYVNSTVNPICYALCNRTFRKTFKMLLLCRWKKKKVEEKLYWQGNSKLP
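system = human M5 receptor in CHO-K1 cells | compound = one concentration, 3 µM final (nominal) | schedule = Post-acetylcholine fluorescence recording 140 s | signal = Fluo-8 calcium dye fluorescence, kinetic read | benchmarks = low control EC20 acetylcholine (0%), high control EC100 acetylcholine (100%) | repeats = singlicate, one well per test compound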
CHRM4 agonist – CHRM4 agonism in calcium assay; P08173; CHO-K1 hM4/Gqi5, Fluo-8 calcium fluorescence; vehicle 0%, full acetylcholine response 100%; activation, % at 3 µM; 360,000 tested, 0.14% active; AID 624127;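 active means activation above the run mean over all test wells plus 3 SD, cut at about 32% in these data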;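 further: peak over basal fluorescence ratio per well then scaled between controls; 0% = DMSO wells and 100% = acetylcholine at EC100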
Target sequence (P08173 whole entry, looked up): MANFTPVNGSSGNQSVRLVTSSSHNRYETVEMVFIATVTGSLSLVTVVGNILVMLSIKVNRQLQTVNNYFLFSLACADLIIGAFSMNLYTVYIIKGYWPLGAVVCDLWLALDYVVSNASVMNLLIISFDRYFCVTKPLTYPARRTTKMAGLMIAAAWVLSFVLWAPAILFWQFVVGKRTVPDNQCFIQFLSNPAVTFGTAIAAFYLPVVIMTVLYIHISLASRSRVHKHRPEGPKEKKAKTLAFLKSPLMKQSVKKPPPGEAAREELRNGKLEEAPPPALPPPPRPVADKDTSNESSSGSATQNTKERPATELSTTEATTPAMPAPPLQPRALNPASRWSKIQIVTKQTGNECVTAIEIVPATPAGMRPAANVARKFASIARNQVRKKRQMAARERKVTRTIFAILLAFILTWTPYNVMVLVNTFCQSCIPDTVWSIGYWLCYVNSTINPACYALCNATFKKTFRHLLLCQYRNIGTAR
M5 ag – agonists of human muscarinic M5 receptor (CHRM5) | 360,000 tested, 0.19% active | P08912 | CHO-K1 hM5 cells, Fluo-8 calcium fluorescence; 0% DMSO wells, 100% maximal acetylcholine response | activation, % at 3 µM;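 active means activation above the run's mean over test compounds plus 3 SD, cut at about 23% in these data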;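 further: signal is peak over basal fluorescence ratio across the kinetic read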
CHRM5 antagonist – antagonists of human muscarinic M5 receptor (CHRM5). P08912. CHO-hM5 cells, Fluo-8 calcium fluorescence, ACh EC80. inhibition, % at 3 µM. 360,000 tested, 0.59% active;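 active means inhibition above a per-plate cutoff, the mean of that plate's test compounds plus 3 SD, cut at about 27% in these data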;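 further: 0% = acetylcholine EC80 with DMSO and 100% = DMSO without agonist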
CHRM4 antagonist – blocks acetylcholine activation of human M4 receptor; CHO-hM4 cells, ACh EC80, Fluo-8 calcium fluorescence; inhibition, % at 3 µM; 360,000 tested, 0.73% active;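 active means inhibition above its plate's cutoff, the mean inhibition of sample wells plus 3 SD, cut at about 27% in these data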;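 further: 0% = acetylcholine EC80 with DMSO and 100% = DMSO without agonist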
CHRM4 PAM – positive allosteric modulators of human muscarinic M4 receptor. CHO-K1 hM4/Gqi5, Fluo-8 calcium fluorescence, ACh EC20; 0% = ACh EC20, 100% = maximal ACh. activation, % at 3 µM. 360,000 tested, 0.4% active. AID 624126;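 active means activation above its plate's cutoff, the mean activation of sample wells plus 3 SD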; further: some results filed as inactive read as strong as hits
* = called active by the depositor. This is a random part of the collection; any-hit rate near 2.7%.

1	Cc1ccc(S(=O)(=O)NCC(=O)NC2CCCCCC2)cc1
2	COCCCNC(=O)c1ccc(S(=O)(=O)c2ccc(Cl)cc2)c(NC(C)=O)c1
3	COc1cccc(C(=O)N2CCN(C(=O)c3ccc(-c4ccccc4)cc3)CC2)c1OC
4	COc1cc(C(=O)NNC(=O)c2ccc3ccccc3n2)cc(OC)c1OC
5	Cc1c(C(=O)NCC2CCCO2)oc2ccc3c(c12)C(=O)CC(C)(C)O3 (configuration not stated)
6	CCCn1c2c(c(=N)c3c1CCC3)CCC2
compound no.,1,2,3,4,5,6
CHO-K1 Ca antag,-8,-10,-11,-5,6,-1
M1 PAM parental,6,4,2,10,10,11
M1 ag parental,0.1,0.3,2.9,2.1,1.3,0.0
CHRM5 PAM,-6,1,-5,-1,-2,0
CHRM4 agonist,0,1,5,6,0,0
M5 ag,0,0,-1,2,-2,-2
CHRM5 antagonist,9,0,2,-1,0,1
CHRM4 antagonist,0,-4,1,3,4,-3
CHRM4 PAM,15,-1,-2,0,0,-10

7	O=C(CN1CCN(c2ccc(Cl)cc2)CC1)c1ccc2c(c1)OCO2
8	CC1CCCCC1NC(=O)CN1CCC(NC(=O)c2ccc([N+](=O)[O-])cc2)CC1 (configuration not stated)
9	O=C1CN(C(=O)NCCC(=O)NC2CCCCC2)c2ccccc2N1
10	COc1ccc(N/C=C/C(=O)c2ccccc2)cc1
11	Nc1ccc(NC(=O)NC2CCCCC2)cc1[N+](=O)[O-]
12	O=C(Nc1ccc(Br)cc1)C1CCCC1
compound no.,7,8,9,10,11,12
CHO-K1 Ca antag,2,-10,-1,-14,-10,-3
M1 PAM parental,-4,1,19,21,22,-6
M1 ag parental,1.9,2.1,0.5,1.3,0.2,-0.1
CHRM5 PAM,-9,-1,2,0,4,6
CHRM4 agonist,2,2,0,2,1,0
M5 ag,1,1,-5,-4,-4,3
CHRM5 antagonist,-6,2,-8,-1,4,-5
CHRM4 antagonist,10,-2,-14,3,-1,-3
CHRM4 PAM,-4,1,-3,6,10,-2

13	O=C(N/N=C/c1ccc(N2CCOCC2)cc1)c1ccccc1OCCOc1ccccc1
14	O=C(CC(=O)Nc1nc(C23CC4CC(CC(C4)C2)C3)cs1)NCCO
15	C/C(CC(=O)Nc1ccc2c(c1)OCO2)=N\NC(=O)C(c1ccccc1)c1ccccc1
16	CCCCN1C(=O)C(=O)N(CC(=O)Nc2cc(Cl)ccc2OC)C1=O
17	C=CCn1c(CSCc2ccc(Cl)cc2)nnc1SCC(=O)NCc1ccccc1
18	O=C(CSc1nc2ccsc2c(=O)n1Cc1ccc(C(=O)O)cc1)NCC1CCCO1 (configuration not stated)
compound no.,13,14,15,16,17,18
CHO-K1 Ca antag,-8,-8,-4,-20,11,3
M1 PAM parental,4,9,9,-2,13,-1
M1 ag parental,5.4,2.4,0.3,0.9,3.7,-0.1
CHRM5 PAM,-15,-6,-3,7,-8,-2
CHRM4 agonist,14,4,0,3,10,0
M5 ag,17,2,-2,7,3,2
CHRM5 antagonist,6,11,-9,-11,5,-2
CHRM4 antagonist,-1,0,5,-17,7,-4
CHRM4 PAM,-14,-3,0,24*,-4,4

Single records (already shown):
Record of CCCCN1C(=O)C(=O)N(CC(=O)Nc2cc(Cl)ccc2OC)C1=O → CHO-K1 Ca antag = -20; M1 PAM parental = -2; M1 ag parental = 0.9; CHRM5 PAM = 7; CHRM4 agonist = 3; M5 ag = 7; CHRM5 antagonist = -11; CHRM4 antagonist = -17; CHRM4 PAM = 24*
Record of O=C(CSc1nc2ccsc2c(=O)n1Cc1ccc(C(=O)O)cc1)NCC1CCCO1 (configuration not stated) → CHO-K1 Ca antag = 3; M1 PAM parental = -1; M1 ag parental = -0.1; CHRM5 PAM = -2; CHRM4 agonist = 0; M5 ag = 2; CHRM5 antagonist = -2; CHRM4 antagonist = -4; CHRM4 PAM = 4

Following part:
19	CCCOc1cccc(-c2cc(C(=O)NN)c3ccccc3n2)c1
20	C=CCNC(=S)Nc1ccc(Cl)cc1F
21	O=C(CN1CCN(Cc2ccccc2)CC1)Nc1cccc(Cl)c1Cl
22	Cc1ccc(C2=NN3C(=O)c4ccccc4C3C2)cc1 (configuration not stated)
23	COc1ccc2nc(NC(=O)C3CSC4(C)CCC(=O)N34)sc2c1 (configuration not stated)
24	COC(=O)c1ccc(CNC(=O)c2ccc(OC)c(S(=O)(=O)NC3CC3)c2)cc1
compound no.,19,20,21,22,23,24
CHO-K1 Ca antag,-2,8,12,-19,3,-12
M1 PAM parental,12,8,-10,20,-4,8
M1 ag parental,0.3,16*,0.3,0.1,0.4,0.5
CHRM5 PAM,3,-1,-3,5,0,0
CHRM4 agonist,1,1,0,2,3,0
M5 ag,-2,-7,-2,-4,1,0
CHRM5 antagonist,1,1,0,8,-2,-2
CHRM4 antagonist,-5,7,2,-7,-8,0
CHRM4 PAM,9,-5,-2,18,1,-6

25	Cc1ccc(CNC(=O)c2ccc(OCC(C)C)cc2)n1C
26	CN(C)C(=O)CSc1nc2ccccc2n1CC(=O)N1CCN(c2ccccc2)CC1
27	COc1cc(OC)c(OC)cc1/C=N/NC(=O)CCc1c(C)n[nH]c1C
28	Cc1c(C(=O)N2CCCCC2)sc(NC(=O)C(C)C)c1C#N
29	Cc1ccc(OC(C)C(=O)Nc2ccc3c(c2)n(C)c(=O)n3C)c(C)c1 (configuration not stated)
30	CN(C)CCCN(C(=O)c1ccc2c(c1)CCCC2)c1nc2ccc(F)cc2s1
compound no.,25,26,27,28,29,30
CHO-K1 Ca antag,7,-4,-12,-22,9,-2
M1 PAM parental,-8,-1,1,17,10,10
M1 ag parental,-0.7,0.0,0.3,0.5,0.3,2.0
CHRM5 PAM,3,-2,-2,2,-1,-11
CHRM4 agonist,0,2,1,1,1,15
M5 ag,-6,0,1,0,-6,-3
CHRM5 antagonist,10,-1,3,-3,15,13
CHRM4 antagonist,2,-7,13,-4,6,-7
CHRM4 PAM,-6,2,-2,-4,1,10

31	CC(=O)N1CCN(S(=O)(=O)c2cccc(C(=O)Nc3ccccc3N3CCCC3)c2)CC1
32	CCCn1nc(C(=O)NNC(=O)CCOc2ccccc2OCC)c2ccccc2c1=O
33	CN(CC(=O)Nc1ccc(Cl)cc1)C(=O)CNC(=O)c1ccc2c(c1)OCO2
34	CC1CCCC(NC(=O)CCNS(=O)(=O)c2ccc(Br)cc2)C1C (configuration not stated)
35	Cc1sc(-n2c(C)cc(/C=N/n3cnnc3)c2C)c(C#N)c1C
36	Cc1cc(C)n2c(Nc3ccc4c(c3)OCCO4)c(-c3ccccc3)nc2n1
compound no.,31,32,33,34,35,36
CHO-K1 Ca antag,-1,-5,-10,-12,-21,-16
M1 PAM parental,-4,-7,11,16,0,18
M1 ag parental,0.1,0.1,1.1,5.6,5.4,0.4
CHRM5 PAM,4,0,3,-3,0,0
CHRM4 agonist,2,0,2,5,4,-2
M5 ag,0,-2,0,1,-2,0
CHRM5 antagonist,-3,-1,-4,6,1,-2
CHRM4 antagonist,-15,6,-6,3,-3,-3
CHRM4 PAM,8,-5,10,1,6,0

37	Cc1ccc(Oc2cc(C)nc(-c3ccccc3O)n2)cc1
38	O=C(Nc1cccc(-n2cccn2)c1)C1CCCN(Cc2cc3ccccc3[nH]2)C1 (configuration not stated)
39	CSC1=C(C#N)C(c2cccc(Br)c2)CC(=O)N1 (configuration not stated)
40	COc1cccc(OC)c1C(=O)Nc1cccc(C(C)=O)c1
41	Cc1cc(C)n(-c2nnc(NC34CC5CC(CC(C5)C3)C4)nn2)n1
42	CC[C@]12c3[nH]c4cc(-c5ccco5)ccc4c3CCN1C(=O)[C@@H](CC(=O)NC(C)(C)C)C[C@@H]2C(=O)N1CCN(C(=O)C2CC2)CC1
compound no.,37,38,39,40,41,42
CHO-K1 Ca antag,-11,-17,-37,-10,2,-10
M1 PAM parental,20,19,15,21,20,17
M1 ag parental,0.6,4.5,1.4,1.7,-0.4,0.3
CHRM5 PAM,-7,-3,-3,-4,11,0
CHRM4 agonist,-2,11,0,1,0,0
M5 ag,-3,-3,-1,1,-1,-1
CHRM5 antagonist,-2,10,-5,-3,10,2
CHRM4 antagonist,-5,6,1,-6,8,-11
CHRM4 PAM,-12,-7,1,2,13,2

43	CC(NC(=O)CN(C)CC(=O)Nc1ccc(Cl)cc1)c1ccc(F)cc1 (configuration not stated)
44	COc1ccc(CNC(=O)c2c[nH]c3c(OC)cc(OC)cc3c2=O)cc1
45	c1cc(-c2ccsc2)n2cnnc2c1
46	CC1CCCN(S(=O)(=O)c2ccc3oc(=O)ccc3c2)C1 (configuration not stated)
47	CCOc1ccc(C(=O)NC2CCN(C(=O)Nc3ccccc3OC)CC2)cc1
48	CC(C)c1ccccc1NC(=O)c1ccccc1NC(=O)C1CCCCC1
compound no.,43,44,45,46,47,48
CHO-K1 Ca antag,-12,0,1,0,-3,-10
M1 PAM parental,-18,4,-9,0,13,16
M1 ag parental,2.2,0.8,0.2,1.3,0.0,-0.2
CHRM5 PAM,-2,-5,2,3,20*,-7
CHRM4 agonist,7,3,1,1,0,0
M5 ag,-2,0,0,-3,-2,-2
CHRM5 antagonist,13,4,1,-7,-8,-7
CHRM4 antagonist,-3,-2,-2,2,-11,-5
CHRM4 PAM,6,-2,-2,7,4,1

Rewritten as tab-separated lines: entries from further up.
nr	compound	CHO-K1 Ca antag	M1 PAM parental	M1 ag parental	CHRM5 PAM	CHRM4 agonist	M5 ag	CHRM5 antagonist	CHRM4 antagonist	CHRM4 PAM
35	Cc1sc(-n2c(C)cc(/C=N/n3cnnc3)c2C)c(C#N)c1C	-21	0	5.4	0	4	-2	1	-3	6
36	Cc1cc(C)n2c(Nc3ccc4c(c3)OCCO4)c(-c3ccccc3)nc2n1	-16	18	0.4	0	-2	0	-2	-3	0

Continuation:
49	Cc1ccc(S(=O)(=O)Nc2cc3c4c(c2)CCC(=O)N4CCC3)cc1
50	CC1(C)OC(=O)N(NCc2ccccc2)C1(C)O (configuration not stated)
51	Cc1cc(C)c(C(=O)N(C)CC2CCCN(CCc3ccccc3F)C2)o1 (configuration not stated)
52	O=S(=O)(NCc1ccc(F)cc1)c1ccc(-n2cnnn2)cc1
compound no.,49,50,51,52
CHO-K1 Ca antag,-5,-4,-3,-7
M1 PAM parental,15,-10,4,-12
M1 ag parental,1.7,0.5,0.0,0.7
CHRM5 PAM,-2,-2,-10,2
CHRM4 agonist,3,2,0,2
M5 ag,2,-4,-7,-2
CHRM5 antagonist,1,-4,7,1
CHRM4 antagonist,-5,-6,16,-7
CHRM4 PAM,8,2,-11,-6
